Assay outcomes (PubChem BioAssay)
Myeloid diff 2: promotes myeloid progenitor differentiation; calls only at 10 µM; ER-HoxA9 myeloid progenitors, lysozyme-GFP differentiation, flow cytometry; AID 624256; hit rate 1% among 360,000;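 active = normalized GFP-positive differentiation at or above the plate's own cutoff, the solvent-only control mean plus 3 SD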;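 also: cells exposed to compound for four days before flow analysis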
Siah-1 displacement: blockers of Siah-1 interaction with plectin peptide – biochemical, fluorescence polarization, rhodamine-plectin, uHTS, primary screen (AID 1817). hit rate 0.02% among 290,000. displacement, % at 20 µM, or IC50 in µM where a hit was titrated. Siah-1 / rhodamine-plectin peptide fluorescence polarization; higher % means a stronger effect;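 active = displacement of at least 50% at 20 µM, with a fluorescence ratio check between 0.3 and a set limit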;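 also: plate controls were Siah plus tracer with DMSO for no effect and tracer alone without Siah for full effect; strong numbers were not always called active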
PhoP inhibition: PhoP-dependent GFP reporter repression – Salmonella Typhimurium, primary screen (AID 1863). inhibition, % at 50 µM; hits with a dose series show IC50 in µM. S. Typhimurium PhoP-regulated promoter GFP reporter, 4 h; higher % means a stronger effect. hit rate 0.16% among 300,000;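 active = inhibition over 29.93%, a cutoff 3 SD above the screen mean, later confirmed by dose response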;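 also: 0% = low Mg2+ inducing control and 100% = high Mg2+ repressing control; strong numbers were not always called active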
PMI inhibition: MPI inhibition at elevated mannose 6-phosphate – biochemical, fluorescence intensity, high mannose 6-phosphate, primary screen (AID 1220); recombinant PMI enzyme, coupled fluorescence intensity; higher % means a stronger effect; hit rate 0.66% among 190,000; one-dose inhibition, % at 20 µM; IC50 in µM for titrated hits
TNAP activators: stimulation of alkaline phosphatase TNAP activity – biochemical, luminescent, no phosphate acceptor, uHTS, primary screen (AID 1001); purified TNAP, luminescent activation assay, no phosphate acceptor; higher activation fold means a stronger effect; activation fold at 20 µM; hits with a dose series show EC50 in µM; hit rate 0.03% among 200,000; in the data active = activation fold from about 3, or a potency from the dose series; inactive = the rest, 99 in 100 with activation fold below about 1.6; also: many of its hits are not listed in these tables
RSV CPE inhibition: inhibition of RSV-induced cytopathic effect – HEp-2 cells, primary 10 µM value included (AID 2391). HEp-2 cells, RSV-induced CPE inhibition; higher % means a stronger effect. CPE inhibition, % at 10 µM; hits with a dose series show IC50 in µM. hit rate 0.13% among 310,000; in the data active = a potency from the dose series; also: strong numbers were not always called active
WT yeast gro inh: growth inhibition of WT yeast, mitochondrial fusion screen; mitochondrial fusion phenotypic screen, WT strain; hit rate 2.1% among 190,000; inhibition, % at 10 µM; in the data active = inhibition above about 58%; tested in S. cerevisiae
XIAP antagonists: XIAP antagonists, biochemical, IAP family, fluorescence polarization (AID 1018) | displacement, % at 20 µM; hits with a dose series show IC50 in µM | hit rate 0.007% among 200,000 | XIAP BIR domain, fluorescence polarization peptide displacement; higher % means a stronger effect; in the data active = displacement above about 50%; also: a part of the inactive calls stands beside numbers as strong as those of hits
PMI inhibitors: MPI enzyme activity inhibition – biochemical, fluorescence intensity, coupled assay, primary screen (AID 1209). purified PMI enzyme, coupled fluorescence intensity; higher % means a stronger effect. inhibition, % at 20 µM; hits with a dose series show IC50 in µM. hit rate 0.42% among 190,000;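 also: plate controls were DMSO vehicle for no effect and wells lacking substrate for full effect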
WT yeast gro inh mutant strain: also measured in WT yeast gro inh; calls as there; inhibition, %; mitochondrial fusion phenotypic screen, mutant strain inhibition
Myeloid diff 2 GFP+ MAC1+ %: further read-out of Myeloid diff 2, marked with its call; GFP+ MAC1+ double positive, %; measured here: differentiation confirmed by MAC1 staining
Active calls of the source: *; i = inactive; . = no result given; + = active, no number; & = joins results of further samples. Rule as the data show it, unless noted: active = inhibition above about 50%; inactive = the rest.

SMILES	Myeloid diff 2	Myeloid diff 2 GFP+ MAC1+ %	Siah-1 displacement	PhoP inhibition	PMI inhibition	TNAP activators	RSV CPE inhibition	WT yeast gro inh	WT yeast gro inh mutant strain	XIAP antagonists	PMI inhibitors
CNC(=O)/C(=C\c1ccco1)NC(=O)c1ccco1	i	0.6	0%	3%	.	.	0.7%	.	.	.	.
Cn1cc(-c2nnnn2-c2ccccc2)c(=O)c2ccccc21	i	1.0	-3%	-1%	5%	1.1	1.1%	11	-4	-1.7%	12%
CC(C)=CCN1CCN(Cc2cc(F)ccc2-n2nc(C)cc2C)CC1CCO (stereo unspecified)	i	0.1	7%	7%	.	1.1	0.7%	12	-6	1.5%	.
O=C(CSc1nc2ncc(Br)cc2[nH]1)c1ccc([N+](=O)[O-])cc1	i	0.9	1%	3%	-2%	0.8	3.5%	0	2	-3.2%	-4%
O=c1c2c3c(sc2nc2n1CCCCC2)CCCCC3	i	0.8	-2%	2%	19%	1	14%	8	4	-20%	15%
CCOC(=O)c1[nH]c(C)c(/C(O)=C2\C(=O)C(=O)N(CCN(C)C)C2c2ccncc2)c1C (stereo unspecified)	i	2.0	7%	3%	-2%	1.1	1.0%	-6	-18	-7.9%	1%
O=C1CN(C(=O)COC(=O)CCC(=O)c2ccc3c(c2)OCCO3)c2ccccc2N1	i	0.5	1%	32%	-5%	1.1	0.8%	15	5	-2.3%	-1%
Cc1ccc(CCNC(=O)C2CCC(=O)N2Cc2ccc(F)cc2)cc1 (stereo unspecified)	i	0.6	4%	0%	.	.	2.7%	.	.	.	.
CCn1c(=O)cc(OCC(=O)NCCc2ccc(OC)c(OC)c2)c2ccccc21	i	0.3	-2%	0%	7%	1	3.2%	1	-2	-0.6%	4%
Cc1cccc(C(=O)N2CCC(=O)N(C(COCc3ccc(Cl)cc3)Cc3ccccc3)CC2)c1 (stereo unspecified)	i	0.3	1%	8%	17%	1	36%	41	-15	-6.6%	18%
C=CCOc1c(Br)cc(/C=N/NC(=O)Cc2ccc(C(F)(F)F)cc2[N+](=O)[O-])cc1OC	i	0.6	3%	2%	-5%	1.1	1.2%	-5	4	-16%	5%
O=C(Nc1ncc(Cc2ccccc2)s1)C1CCCO1 (stereo unspecified)	i	1.5	3%	1%	9%	1.2	-0.4%	9	4	-8.4%	9%

3 entries from above, bar-delimited:
molecule | Myeloid diff 2 | Myeloid diff 2 GFP+ MAC1+ % | Siah-1 displacement | PhoP inhibition | PMI inhibition | TNAP activators | RSV CPE inhibition | WT yeast gro inh | WT yeast gro inh mutant strain | XIAP antagonists | PMI inhibitors
O=C1CN(C(=O)COC(=O)CCC(=O)c2ccc3c(c2)OCCO3)c2ccccc2N1 | i | 0.5 | 1% | 32% | -5% | 1.1 | 0.8% | 15 | 5 | -2.3% | -1%
Cc1ccc(CCNC(=O)C2CCC(=O)N2Cc2ccc(F)cc2)cc1 (stereo unspecified) | i | 0.6 | 4% | 0% | . | . | 2.7% | . | . | . | .
CCn1c(=O)cc(OCC(=O)NCCc2ccc(OC)c(OC)c2)c2ccccc21 | i | 0.3 | -2% | 0% | 7% | 1 | 3.2% | 1 | -2 | -0.6% | 4%

The results go on.
SMILES	Myeloid diff 2	Myeloid diff 2 GFP+ MAC1+ %	Siah-1 displacement	PhoP inhibition	PMI inhibition	TNAP activators	RSV CPE inhibition	WT yeast gro inh	WT yeast gro inh mutant strain	XIAP antagonists	PMI inhibitors
Cc1c(C(=O)OC2CCCC2C)[nH]c2c1C(=O)CCC2 (stereo unspecified)	i	1.7	-6%	-9%	16%	1.1	13%	-9	1	-9.1%	15%
O=C(NCc1ccccc1)C(c1ccco1)N(C(=O)c1ccccn1)c1ccccc1 (stereo unspecified)	i	0.6	17%	-1%	.	.	1.1%	.	.	.	.
C/C=C(\C)C(=O)NCCN1C2=NC[C@H](C)N2C[C@@H]1Cc1ccc(OC)cc1	i	2.0	-6%	10%	4%	1.1	0.6%	-5	-9	-4.1%	6%
O=C(NCc1ccccc1)c1ccc2ccccc2n1	i	0.2	1%	-4%	.	.	2.6%	.	.	.	.
Cc1cc2nc3c(=O)n(CCc4ccccc4)c(=O)[nH]c3nc2cc1N	i	0.8	36%	-95%	.	.	-1.3%	.	.	.	.
CCn1c(C(C)NC(=O)c2ccc(C)cc2)n[nH]c1=S (stereo unspecified)	i	0.6	-3%	12%	-1%	1	1.1%	-5	-6	-0.3%	-8%
Cc1cccc(NC(=S)N=Nc2c(O)n(CN3CCOCC3)c3ccccc23)c1C	i	1.1	-3%	-7%	-2%	0.9	3.4%	69*	44*	-4.5%	4%
Cc1cc(C)n2nc(C(=O)N3CCCC(Nc4ccc(F)c(F)c4)C3)cc2n1 (stereo unspecified)	i	0.0	8%	-2%	.	.	1.3%	.	.	.	.
N=c1oc2ccc([N+](=O)[O-])cc2cc1C(=O)NCc1ccccc1	i	0.7	1%	11%	.	.	1.5%	.	.	.	.
Cc1ccc(-c2nnc(SCC(=O)Nc3sc(C)c(C)c3C#N)n2C)cc1	i	1.4	1%	7%	3%	1	2.5%	15	-9	-3.8%	4%
NC(=O)N/N=C/c1cccc(OCc2ccc(F)cc2)c1	i	0.0	6%	-6%	3%	1	1.6%	-2	-16	-5.7%	4%
C=CCn1c(SCC(=O)Nc2ccc(C)cc2C)nnc1-c1cccnc1	i	0.4	-3%	9%	12%	1.2	0.7%	4	13	-2.1%	10%
Cc1nc(CNS(=O)(=O)c2ccc3c(c2)CCCC3)cs1	i	2.9	2%	-3%	-13%	0.9	-0.5%	7	-3	-8.0%	9%
Cc1ccc(NC(=O)COC(=O)C2CC3C=CC2C3)cc1S(=O)(=O)N1CCCCC1 (stereo unspecified)	i	0.7	7%	7%	8%	1.1	3.0%	38	-2	-86%	16%
Cc1ccc(-c2nn(C)c(=O)c3ccccc23)cc1CNC(=O)Cn1nc(-c2ccccc2)c2ccccc2c1=O	.	.	5%	-4%	-2%	1.1	.	14	-7	-21%	-5%
Cc1ccc(NS(=O)(=O)c2ccc3c(c2)NC(=O)CO3)cc1C	i	3.0	15%	-12%	.	.	19%	.	.	.	.
Cc1ccc(C(=O)COc2cc(O)c3c(=O)cc(-c4ccccc4)oc3c2)cc1	i	0.5	7%	-4%	.	.	1.2%	.	.	.	.
Nc1nc2n(c1C(=O)c1ccccc1)CCC2	i	7.2	4%	-6%	-11%	1.1	1.4%	5	8	-20%	0%
COc1ccc(C(=O)NCCn2nc(C)cc2C)cc1OC1CCN(C(C)=O)CC1	i	0.8	6%	-6%	.	.	0.7%	.	.	.	.
O=C(Cn1c(=O)sc2ccccc21)Nc1ccc2c(c1)OCCO2	i	1.1	2%	5%	4%	1.1	1.1%	-7	-1	-2.4%	-11%
CCN(CC)S(=O)(=O)c1ccc(NC(=O)C(C)N(c2ccccc2)S(C)(=O)=O)cc1 (stereo unspecified)	i	0.1	-1%	2%	-5%	1.1	21%	-8	-8	-1.1%	-2%
O=S(=O)(c1cccc(-c2n[nH]c(=S)o2)c1)N1CCOCC1	i	0.5	4%	-12%	.	.	2.0%	.	.	.	.
CC(C)N(C)C1CCN(S(=O)(=O)c2ccc(-c3ccc(=O)[nH]n3)s2)CC1	i	0.9	-3%	-7%	.	.	-0.6%	.	.	.	.
CCOc1ccc(OCC)c(NC(=O)C(NS(=O)(=O)c2ccc3c(c2)oc(=O)n3C)C(C)C)c1 (stereo unspecified)	i	0.0	-1%	11%	-1%	1.2	-0.5%	-13	-10	-1.3%	5%
COc1cc(C(=O)OCC(=O)NC2CCCC2)cc(NC(=O)c2ccco2)c1OC	i	0.8	2%	-3%	3%	1.1	1.1%	-6	3	-7.3%	1%
CCc1nc2ccccc2n1CCc1ccccc1	i	0.5	4%	-3%	-33%	1.1	-1.5%	-7	11	-5.3%	-28%
Cc1ccc2c(Cl)cc(Cl)c(OCC(=O)Nc3cccc(S(N)(=O)=O)c3)c2n1	i	0.3	16%	-6%	17%	0.9	5.1%	10	1	-4.9%	0%
COC(=O)Cn1c(C)c(C(C)=O)c(C(C)=O)c1C	i	0.8	1%	6%	-2%	1.1	-0.1%	-20	-11	-5.8%	-2%
CC(Sc1ccc2ccccc2n1)C(=O)O (stereo unspecified)	i	4.6	0%&6%	-27%&-15%	-4%&0%	1.1&1.1	.	-6&-2	9&-15	-0.2%&-4.8%	-6%&6%
Cc1ccc(C(=O)/C=C/c2cn(CN3CCN(C)CC3)c3ccccc23)cc1	i	6.8	1%	0%	0%	0.9	0.2%	84*	78*	-4.0%	9%
CCOc1cc(N2CCOCC2)c(OCC)cc1NC(C)C(=O)N1CCN(CC)CC1 (stereo unspecified)	i	0.1	8%	2%	57%*	1.2	.	7	16	6.0%	21%
N#CC(c1nc2ccccc2nc1N1CCCCC1)S(=O)(=O)c1ccc(Cl)cc1 (stereo unspecified)	.	.	5%	.	-65%	1	.	.	.	-1.8%	-14%
OC1(c2cccc(C(F)(F)F)c2)CCN(Cc2nnnn2CCc2ccccc2)CC1	i	0.8	1%	3%	8%	1	2.0%	28	6	-9.6%	5%
c1ccc(CN2CCC(Nc3nc(-c4cccnc4)nc4ccccc34)CC2)cc1	i	1.4	3%	4%	3%	1.1	3.8%	6	15	-2.6%	8%
Cc1ccc(C(=O)Nc2ccccc2C(=O)N2CCCCCC2)cc1	i	0.9	10%	-5%	.	.	-0.1%	.	.	.	.
CCCn1c(C(O)c2ccc(OCC)cc2)nc2ccccc21 (stereo unspecified)	i	2.7	8%	5%	8%	1.2	0.6%	17	19	-1.3%	7%
Cc1ccc(S(=O)(=O)c2cnc(-c3ccccc3)nc2Oc2ccccc2)cc1	.	.	2%	5%	8%	1.1	.	-2	10	-4.7%	9%
CSCCC(NS(=O)(=O)c1ccc(Cl)cc1)C(=O)OCC(=O)NC1CC1 (stereo unspecified)	i	0.5	2%	-11%	2%	1.1	0.0%	-8	-13	-3.5%	38%
CCOc1ccc(C2CC(c3cccc(Cl)c3)n3nc(N)nc3N2)cc1 (stereo unspecified)	i	1.8	-3%	9%	6%	1.1	2.6%	5	-2	-0.7%	8%
CCOC(=O)c1cc2sccc2n1CC(=O)N1CCCc2ccccc21	+	15*	2%	-3%	16%	1.1	3.3%	-10	-22	-5.0%	14%
O=C(C1CCCN1C(=O)c1cccs1)N1CCc2ccccc21 (stereo unspecified)	i	0.7	-4%	8%	26%	1	3.7%	-9	-43	-6.8%	12%
O=C(CN1C(=O)C2C3C=CC(C3)C2C1=O)NCCc1ccccc1 (stereo unspecified)	i	0.8	-2%	-6%	17%	1.1	1.9%	1	4	-7.7%	22%
O=C(/C=C/c1ccc(Cl)cc1)Nc1ccc(Br)cn1	.	.	24%	-4%	1%	1.1	0.0%	7	4	0.0%	4%
CCN(C(=S)Nc1ccc(C(C)=O)cc1)C1CCCCC1	i	1.0	-2%	-2%	7%	1	1.1%	3	-5	-7.0%	6%
O=C(Cn1cnc2sc(-c3ccccc3)cc2c1=O)NCc1ccco1	i	1.3	28%	-4%	1%	1.1	1.1%	-10	-7	-10%	2%
